Screening results: PubChem, National Center for Advancing Translational Sciences (NCATS)
S3 lipid droplet: qHTS Assay for Lipid Storage Modulators in Drosophila S3 Cells; AID 2685; 320,000 tested, 0.64% active; Drosophila S3 cells, BODIPY lipid droplet fluorescence, 18-24 h; cells fed with added oleic acid; Potency in µM for hits, for the others lipid storage change, negative = inhibition, % at the top dose, mostly 46.1 µM; active means well fitted inhibition curve with a large enough effect in the signal ratio, with a control signal flat, not every such curve was filed as active; inconclusive means small, poorly fitted or top-dose-only effect, or effect the other way, or a change in a side signal; the % refers to the signal ratio
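Drosophila S3 cells loaded with oleic acid (400 uM, as added) and compounds at several concentrations; lipid droplets imaged by 488-nm laser-scanning cytometry, 500–530 nm intensity and object ratio to cell channel. Percent activity normalized to 20 uM Triacsin C.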
S3 lipid droplet cell count max: second read-out of S3 lipid droplet, no call of its own (marks repeat the call); cell number change, %; measured here: cell count max response;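 cells counted by Cell Tracker Red CMTPX staining in the red channel; peak over a dose series mostly up to 46.1 µM; percent activity relative to internal control wells on each plate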
The depositor's hits bear a star; i = inactive; u = inconclusive; x = no result given; [ ] = remark or other dose. On the % scale 0 is the no-effect control and ±100 the full control effect; potency means the concentration at half of the fitted maximal effect.

The line under a structure holds: S3 lipid droplet cell count max, S3 lipid droplet
COC(=O)c1cn(C(=O)/C=C/c2ccc(OC)c(OC)c2)c2ccccc12
  x, u
N#Cc1ccccc1OCc1cccc(S(=O)(=O)N2CCOCC2)c1
  1, 5%
CCOc1ccccc1OCCCOc1ccc(C)cc1Cl
  -17, -2%
COc1ccccc1NS(=O)(=O)c1cc(NC(=O)c2sccc2C)ccc1N1CCOCC1
  x, u
COc1ccc(N(CC(=O)O)S(=O)(=O)c2cccnc2)cc1
  20, 16%
CCOC(=O)C1=C(C)N=c2s/c(=C3/C(=O)Nc4ccccc43)c(=O)n2C1c1ccc(C)cc1 (stereo not drawn)
  x, u
C=CCN1C2CCCC1CC(NC(=O)Nc1cc(C)cc(C)c1)C2 (stereo not drawn)
  1, 1%
CS(=O)(=O)Oc1ccc2c(c1)O/C(=C\C=C\c1ccccc1)C2=O
  x, u
CN(C)S(=O)(=O)c1ccc(S(=O)(=O)N(CC(=O)Nc2ccccc2)Cc2ccco2)cc1
  x, u
Cn1c(CCC(=O)OCC(=O)NCc2ccccc2Cl)nc(=O)c2ccccc21
  x, u
COc1ccc(NC(=O)C(=O)NNC(=O)c2ccc(Cl)cc2Cl)cc1
  x, u
O=c1[nH]c(CN2CCOCC2)nc2cc(Cl)ccc12
  x, u
CCn1c(=O)c(C(=O)NCc2ccccc2OC)c(O)c2ccccc21
  3, i
Cc1nc2nc(Cc3ccccc3)[nH]n2c(=O)c1Cc1ccccc1
  x, i
c1n[nH]c(NCc2ccc3c(c2)OCO3)n1
  -2, 11%
COc1ccc(S(=O)(=O)N(C)c2ccc(C(=O)N3CCOCC3)cc2)cc1OC
  x, i
COc1cc(-c2nc(S(=O)(=O)c3ccc(C)cc3)c(N(C)C)o2)cc(OC)c1OC
  x, i
COc1ccc(NS(=O)(=O)c2ccc3c(c2)CCC(=O)N3)c(OC)c1
  x, u
O=C(COC(=O)C1CCC(=O)N1)Nc1cc(Cl)ccc1Cl (stereo not drawn)
  0, 4%
CCCCn1c(CN(C)Cc2ccccc2)nc2c1c(=O)n(C)c(=O)n2C
  x, u
CC1(O)N(Cc2ccccc2)C(=O)OC12CCCCC2 (stereo not drawn)
  x, i
COC(=O)c1ccc(-c2sc3nc(N4CCOCC4)c4c(c3c2N)CC(C)(C)OC4)o1
  x, u
Cc1ccc2cc(CCNC(=O)C(C)C)c(=O)[nH]c2c1C
  3, 8%
Cc1cccc(NC(=O)c2ccco2)c1C
  -9, -14%
COCCCN1C(=O)c2ccc(C(=O)NCc3ccco3)cc2C1=O
  -22, 17%
CCCN(C(=O)CSc1nc(C2CC2)n(-c2ccccc2)n1)C1CCS(=O)(=O)C1 (stereo not drawn)
  12, 11%
CC1(C)Cc2c(c(-c3ccco3)[nH]c(=O)c2C#N)CO1
  2, -3%
COc1ccc(CCNC(=O)C(=O)NCC2OCCN2S(=O)(=O)c2ccc3c(c2)OCCO3)cc1 (stereo not drawn)
  -19, i
OCC1OC(n2nnc3ccccc32)C(O)C(O)C1O (stereo not drawn)
  x, u
C#Cc1ccc(CN2CCN(CCc3ccccc3)C(CCO)C2)cc1 (stereo not drawn)
  x, u

A second format for part of the listing above:
molecule,S3 lipid droplet cell count max,S3 lipid droplet
CCCCn1c(CN(C)Cc2ccccc2)nc2c1c(=O)n(C)c(=O)n2C,x,u
CC1(O)N(Cc2ccccc2)C(=O)OC12CCCCC2 (stereo not drawn),x,i

(cont.)
The line under a structure holds: S3 lipid droplet cell count max, S3 lipid droplet
Cc1cccc(OC(=O)Cn2c(C(F)(F)F)nc3ccccc32)c1
  x, u
CCCN(CCC)CCCNC(=O)c1cc2c(=O)n(C)c3ccccc3c2n1C
  11, 20%[9.22 µM]
CS(=O)(=O)c1nc(-c2ccc(Br)cc2)n[nH]1
  -1, 0%
C=CCn1c(SCC#N)nc2c(c1=O)C(C)(C)Cc1ccccc1-2
  x, u
C/C(CC(=O)C(F)(F)F)=N\NC(=O)/C(C#N)=C/N(C)C
  x, u
Cc1c(N)cccc1N
  17, 6%
Cc1cccc(C(=O)NNC(=O)C23CC4CC(CC(C4)C2)C3)c1O
  x, u
CC(=O)N1CCN(C2=NC(=O)/C(=C/c3ccc(OS(=O)(=O)c4ccccc4)cc3)S2)CC1
  x, u
Cc1cccc(C(=O)Nc2cc(C)ccc2NC(=O)COc2ccccc2)c1
  -3, -18%
O=C1CC(Cc2ccc(Cl)cc2)C(=O)N1c1ccccn1 (stereo not drawn)
  -5, 13%
COc1ccc(CCN2C(=O)CC(NNC(=O)c3cccc(O)c3)C2=O)cc1 (stereo not drawn)
  -6, 6%
CC(=O)NCCc1nc2cc(NS(=O)(=O)c3ccccc3)ccc2n1C
  x, u
O=C(Nc1ccc2nc(N3CCOCC3)sc2c1)c1ccc(F)cc1
  x, u
O=C(CN(Cc1cccs1)C(=O)CNS(=O)(=O)c1ccc(Cl)cc1)NCC1CCCO1 (stereo not drawn)
  10, -5%
CCOC(=O)c1cnn(-c2cc(Oc3ccccc3)ncn2)c1N
  -8, 10%
CCOC(=O)c1cccc(NC(=O)Cn2c(CC(=O)N3CCCC3)nc3ccccc32)c1
  x, u
CC1(c2ccc(Cl)cc2)NC(=O)N(CC(=O)N2CCCC2)C1=O (stereo not drawn)
  x, u
Cc1cc(C)nc(N/N=C/C2=C(O)CC(c3ccc(F)cc3)CC2=O)n1 (stereo not drawn)
  4, 2%
O=C(NC1CCCCC1)C(=O)N(Cc1cccnc1)C(C(=O)NCc1ccco1)c1ccccc1 (stereo not drawn)
  x, u
CCNC(=S)N(CCc1c(C)[nH]c2ccc(C)cc12)Cc1cccs1
  -14, -2%
Cc1ccc(-c2cc(N)n(-c3ccc(C)cc3)n2)cc1
  x, u
CCN(CC)CCNC(=O)Cn1nc(-c2ccc(C)cc2)ccc1=O
  5, 3%
O=C(Nc1ccc(Cl)cc1)NC1CCCCNC1=O (stereo not drawn)
  1, -1%
CCOC(=O)c1c(-c2ccccc2)oc2ccc(OCC(O)CNCCN(C)C)cc12 (stereo not drawn)
  x, u
O=C(COC(=O)c1cccc(S(=O)(=O)NCc2ccccc2)c1)c1ccccc1
  x, 4%
COc1ccc(CCN2CNc3c(c(=O)n(C)c(=O)n3C)C2)cc1
  7, 8%
Cc1ccc(C)n1C(CC(=O)O)c1ccc(C#N)cc1 (stereo not drawn)
  x, u
CCOCCCNC(=O)c1cc(-c2cccnc2)nc2ccc(S(=O)(=O)N3CCC(C)CC3)cc12
  1, i
CC(c1nnc(SCC(=O)Nc2cccnc2Cl)n1Cc1ccccc1)N(C)C (stereo not drawn)
  -4, 24%
O=C(NCc1ccco1)c1cc([N+](=O)[O-])cc([N+](=O)[O-])c1
  -6, -18%
Cc1cc(Br)ccc1NC(=O)c1ccco1
  11, i
COc1cccc2c(=O)n(CC(=O)N3CCCc4ccccc43)ccc12
  -1, 0%
Cn1c(=O)c2c(ncn2CC(=O)NC2CCCCC2)n(C)c1=O
  -13, 0%
COc1cc(C(=O)NCC(=O)N/N=C/c2ccc(-c3cccc([N+](=O)[O-])c3)o2)cc(OC)c1OC
  x, u
COc1cc(/C=N/NC(=O)CNC(=O)c2ccncc2)ccc1OC(C)=O
  11, 11%
COc1ccc(-c2nn(-c3ccccc3)cc2C2CC(c3cccs3)=NN2C(=O)CCCC(=O)O)cc1 (stereo not drawn)
  x, u
C/C(=N\NC(=O)c1ccc(Cl)c(S(=O)(=O)Nc2ccccc2Cl)c1)c1ccncc1
  x, u
NS(=O)(=O)c1ccc(CCNC(=O)c2cccc3ccccc23)cc1
  x, u
Cc1ccc(S(=O)(=O)CC(O)COc2ccccc2C#N)cc1 (stereo not drawn)
  13, 9%
CC(=O)N1CCN(CCN(CC2C(C)C=C(C)CC2C)C(C)=O)CC1 (stereo not drawn)
  x, u
O=C(c1ccco1)c1nnn(Cc2ccccc2)c1-c1ccccc1
  x, u
CCN(CC)CCn1c(=S)[nH]c2cc(C(=O)N3CC(C)CC(C)C3)ccc2c1=O (stereo not drawn)
  x, u
CCN1C(=O)[C@H]2[C@@H](c3ccc(-c4ccc(OC)cc4)cc3)N3CCCC[C@@]3(C(=O)OC)[C@H]2C1=O
  x, u
COc1cc(C(=O)OCC(=O)Nc2cc(C)on2)ccc1OCc1ccccc1Cl
  x, u
O=C(NCc1ccccn1)C(=O)NCC1OCCCN1S(=O)(=O)c1cc(F)ccc1F (stereo not drawn)
  x, u
COc1cccc(C2C(C(=O)Nc3ccccc3)=C(C)N=c3s/c(=C/c4ccc(OCC(=O)O)cc4)c(=O)n32)c1 (stereo not drawn)
  x, u
CCCOc1cccc(C(=O)Nc2ccccc2C(=O)N2CCN(C)CC2)c1
  1, -1%
COC(=O)c1ccccc1OCC(=O)N1CCN(c2ccc(F)cc2)CC1
  x, u
O=C1CCc2cc(S(=O)(=O)N3CCCC3C(=O)N3CCN(c4ccccc4)CC3)ccc2N1 (stereo not drawn)
  x, u
O=C(C1=C[C@H](c2ccc(Br)cc2)C[C@H](OCCCCO)O1)N1CCOCC1
  3, -14%
O=C(O)CCCCCNC(=O)CCn1cnc2ccccc2c1=O
  -7, -6%
O=C(CSc1cccc(C(F)(F)F)c1)Nc1ccc(Cl)cc1Cl
  x, u
CCOc1ccc(NC(=O)CN(C)C(=O)c2ccc(COc3ccccc3)cc2)cc1OCC
  13, -40%
N=C1C(c2nc(-c3ccc(F)cc3)cs2)=C(O)CN1Cc1ccc(Cl)cc1
  -6, i
O=C(Nc1cccc(F)c1)c1ccc(-c2ccccc2Cl)o1
  x, u
C=CCOCC(O)Cn1c(N2CCCC2)nc2c1c(=O)[nH]c(=O)n2C (stereo not drawn)
  -4, i
Cc1cc(NC(=O)CSc2cn(CC(=O)N(C(C)C)C(C)C)c3ccccc23)no1
  -10, i
COc1ccc(NC(=O)c2cc3c(=O)n4ccccc4nc3n2C)cc1OC
  12, 6%
CCc1cc(=O)oc2cc(OCC=C(C)C)ccc12
  x, u
Cc1ccccc1C(=O)N1CCc2cc(-c3csc(NC(=O)CN4CCCC4)n3)ccc21
  x, u

Complete entries from above.
NS(=O)(=O)c1ccc(CCNC(=O)c2cccc3ccccc23)cc1 as listed: S3 lipid droplet cell count max: x; S3 lipid droplet: u
COc1ccc(NC(=O)c2cc3c(=O)n4ccccc4nc3n2C)cc1OC as listed: S3 lipid droplet cell count max: 12; S3 lipid droplet: 6%
O=C(Nc1cccc(F)c1)c1ccc(-c2ccccc2Cl)o1 as listed: S3 lipid droplet cell count max: x; S3 lipid droplet: u

The main list resumes, repeating the two entries before the break.
The line under a structure holds: S3 lipid droplet cell count max, S3 lipid droplet
CCc1cc(=O)oc2cc(OCC=C(C)C)ccc12
  x, u
Cc1ccccc1C(=O)N1CCc2cc(-c3csc(NC(=O)CN4CCCC4)n3)ccc21
  x, u
O=C(Nc1ccc(Oc2cccc3ccccc23)cc1)c1ccco1
  x, u
COc1cccc(Nc2nc(Nc3ccc(Cl)c(C(=O)O)c3)nc(C)c2[N+](=O)[O-])c1
  -23, i
CCn1nccc1C(=O)Nc1nccs1
  x, u
O=c1cc(CN2CCN(C/C=C/c3ccccc3)CC2)c2cc(O)ccc2o1
  -15, i
CN1CCN(/N=C/c2cccc(Cl)c2Cl)CC1
  x, u
CCC/C=N/NC(=O)c1ccccc1O
  x, u
CC(C)Oc1ccc(S(=O)(=O)N2CCCCC2)cc1NC(=O)C1CCCC1
  x, u
Cc1ccc(-c2nc(CS(=O)(=O)CC(=O)NCCCN(Cc3ccccc3)C(C)C)c(C)o2)cc1
  26, -11%
Fc1ccc(/C=N/Nc2nc(-c3cccnc3)nc3ccccc23)cc1
  x, u
O=C1/C(=C\c2ccc(C(F)(F)F)cc2)CSc2sccc21
  x, u
NS(=O)(=O)c1ccc(N2N=C(c3ccccc3)CC2c2cccc(F)c2)cc1 (stereo not drawn)
  -4, -15%
O=C(COC(=O)/C=C/c1ccc(S(=O)(=O)N2CCc3ccccc32)cc1)NC1CCS(=O)(=O)C1 (stereo not drawn)
  x, u
NC(=O)c1cc(NC(=O)CCc2nc3ccccc3s2)cc(C(N)=O)c1
  14, 4%
Cc1cc(C)nc(-n2nc(C)c(Br)c2Nc2ccc(Br)cc2)n1
  x, u
COc1cc(/C=C2\CCC(C3CCCC3)C2=O)cc(OC)c1OC (stereo not drawn)
  x, u
O=C1CCCc2c1cc(-c1ccccc1)n2-c1ccc(O)cc1
  10, 26%
Cc1ccc(C)c(S(=O)(=O)NCc2ccc(C(=O)N3CCCCCC3)cc2)c1
  x, u
CCCCn1c(SCC(=O)N2CCC(C)CC2)nc2cc(S(N)(=O)=O)ccc21
  x, u
CCOc1ccc(CCNc2cc(C)nc3ncnn23)cc1OCC
  10, 4%

A portion of the library; the hit share may differ from the screen's.
